# Source: PubChem (several laboratories)
# GPR35 arrestin U2OS: GPR35 antagonists blocking zaprinast-driven arrestin recruitment, primary screen, imaging, U2OS, beta-arrestin-GFP, zaprinast agonist (AID 2058) | hit rate 0.052% among 290,000 | one-dose inhibition, % at 10 µM; IC50 in µM for titrated hits | U2OS GPR35 beta-arrestin-GFP translocation imaging, zaprinast antagonism; higher % means a stronger effect;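 active = inhibition of at least 50% with at least 30 cells and total cytoplasm GFP at most 10,000,000; inconclusive = under 30 cells or total GFP of 10,000,000 plus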
# HIV peptide binding: inhibitors of HIV fusion peptide binding, primary screen, biochemical, uHTS, fluorescence dequenching (AID 1986). cell-free peptide binding, fluorescence dequenching, 30 min; higher % means a stronger effect. inhibition, % at 20 µM, or IC50 in µM where a hit was titrated. hit rate 0.3% among 290,000; in the data active = inhibition mostly above about 52%, no sharp cut-off; inactive = mostly below about 76%; note: some results filed as inactive read as strong as hits
# Rac1 GTP hydrolysis: MgcRacGAP GTPase-activating activity inhibitors, confirmation, biochemical, ADP Hunter fluorescence; AID 624330; MgcRacGAP-stimulated Rac1 GTP hydrolysis, ADP Hunter fluorescence; higher % means a stronger effect; GST-tagged Rac1 F28L mutant substrate; inhibition, % at 30 µM, or IC50 in µM where a hit was titrated; hit rate 0.6% among 340,000;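 active = first-screen hits whose inhibition reached a set limit at any dose in the follow-up dose series; inconclusive = inhibition above the set first-screen limit but never retested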;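 note: fluorescence reports GDP produced by GAP-driven GTP hydrolysis; strong numbers were not always called active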
# Salmonella PhoP GFP: PhoP-dependent GFP reporter repression – Salmonella Typhimurium, primary screen (AID 1863); S. Typhimurium PhoP-regulated promoter GFP reporter, 4 h; higher % means a stronger effect; inhibition, % at 50 µM; hits with a dose series show IC50 in µM; hit rate 0.16% among 300,000;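 active = inhibition over 29.93%, a cutoff 3 SD above the screen mean, later confirmed by dose response; inconclusive = inhibition over 29.93% but no dose response follow-up; inactive = inhibition at most 29.93% or unconfirmed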;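 note: 0% = low Mg2+ inducing control and 100% = high Mg2+ repressing control; strong numbers were not always called active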
# GPR55 antagonists: GPR55 antagonists blocking LPI-driven arrestin recruitment, primary screen, imaging, U2OS, beta-arrestin-GFP, LPI agonist (AID 2013). U2OS GPR55 beta-arrestin-GFP translocation imaging, LPI antagonism; higher % means a stronger effect. one-dose inhibition, % at 10 µM; IC50 in µM for titrated hits. hit rate 0.13% among 290,000;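 active = spots per cell inhibited over 60%, with over 100 cells counted and total cytoplasm intensity under 500,000; inconclusive = wells with under 100 cells, flagged as likely toxic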;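 note: U2OS cells stably carrying GPR55 and arrestin-GFP stimulated by 5 µM LPI near EC80; imaged beta-arrestin-GFP aggregate spots per cell after agonist stimulation; plate controls were LPI-stimulated DMSO wells for no effect and DMSO wells without LPI for full effect; some results filed as inactive read as strong as hits; confirmed hits need IC50 under 10 µM and bright autofluorescent wells are also inconclusive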
# Large T inhibition: SV40 large T antigen inhibitors, biochemical (AID 1903) | SV40 large T antigen ATPase/helicase inhibition assay; higher % means a stronger effect | one-dose inhibition, % at 20 µM; IC50 in µM for titrated hits | hit rate 0.39% among 310,000; in the data active = a potency from the dose series; inconclusive = inhibition mostly from about 32% at the one dose, without a potency; inactive = the rest, 99 in 100 with inhibition below about 32%; note: strong numbers were not always called active
# RSV antiviral HEp-2: inhibition of RSV-induced cytopathic effect – HEp-2 cells, primary 10 µM value included (AID 2391); HEp-2 cells, RSV-induced CPE inhibition; higher % means a stronger effect; CPE inhibition, % at 10 µM; hits with a dose series show IC50 in µM; hit rate 0.13% among 310,000; in the data active = a potency from the dose series; inconclusive = CPE inhibition mostly from about 23% at the one dose, without a potency; inactive = the rest, 99 in 100 with CPE inhibition below about 21%; note: strong numbers were not always called active
# K1F lysis inhibition: inhibition of K1F phage lysis, E. coli UTI89, bacterial capsule biogenesis inhibitors, alamar blue (AID 488966); E. coli UTI89 K1F phage lysis, alamar blue, 2 h; higher % means a stronger effect; one-dose inhibition, % at 100 µM; IC50 in µM for titrated hits; hit rate 0.02% among 340,000;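 active = phage lysis inhibition, versus mean bacterial control, above a set limit; inconclusive = no clear call, values can overlap the other calls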;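 note: capsule biogenesis inhibitors block K1F phage lysis so surviving cells raise fluorescence; higher fluorescence means more inhibition of phage lysis; actives were called in the ten point dose series up to 300 µM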
# NS5 inhibitors: flavivirus cap methylation enzyme inhibition – biochemical, confirmation dose response, primary screen (AID 588689). Dengue-2 NS5 methyltransferase capping enzyme assay, biochemical; higher % means a stronger effect. inhibition, % at 25 µM; hits with a dose series show IC50 in µM. hit rate 0.3% among 340,000; in the data active = a potency from the dose series; inconclusive = inhibition above about 29% without an active follow-up result
# NS5 inhibitors pilot replicate: second read-out of NS5 inhibitors, no call of its own (marks repeat the call); inhibition, %; measured here: pilot screen replicate inhibition
# The depositor's hits bear a star; ? = inconclusive; nt = no result given; [ ] = remark or other dose.
SMILES,GPR35 arrestin U2OS,HIV peptide binding,Rac1 GTP hydrolysis,Salmonella PhoP GFP,GPR55 antagonists,Large T inhibition,RSV antiviral HEp-2,K1F lysis inhibition,NS5 inhibitors,others
O=C(NNC(=O)c1ccccn1)c1cccc([N+](=O)[O-])c1,4%,1.2%,6%,-2%,0%,14%,3.2%,0.6%,-4%,
CCN1CCN(c2ccc(S(=O)(=O)N3CCCCC3)cc2NC(=O)COc2ccc(Cl)cc2)CC1,nt,nt,2%,0%,nt,21%,0.7%,1.0%[50 µM],2%,
O=C(Nc1ccc(S(=O)(=O)Nc2nccs2)cc1)C1CCCCC1,-16%,-0.4%,-4%,1%,10%,0%,1.1%,-0.7%,-5%,
COc1cc(NS(=O)(=O)c2ccc(NC(=O)c3ccc(S(=O)(=O)N4CCCC4)cc3)cc2)ncn1,6%,5.6%,nt,2%,6%,4%,0.7%,nt,nt,
COc1ccccc1-c1cc(C2CC2)nc(N)c1C#N,9%,1.8%,-4%,2%,5%,16%,nt,9.3%,-6%,
Cn1nc(-c2ccc(Cl)cc2)c2cc(C(=O)N3CCN(c4ccccn4)CC3)sc21,0%,-2.0%,7%,2%,-6%,8%,33%,-2.8%,-3%,
Cc1cccc(OCCC(=O)Nc2ccc(C)c(S(=O)(=O)N3CCCCC3)c2)c1,-2%,1.3%,-4%,17%,-3%,14%,6.0%,-1.1%,-2%,
CC(=O)Nc1ccc(S(=O)(=O)Nc2ccccc2C(=O)N2CCOCC2)cc1,16%,0.9%,7%,-3%,-2%,8%,0.5%,0.2%,-2%,
Cc1ccc(C(=O)COc2cccc(NC(=O)c3ccco3)c2)cc1,6%,-0.8%,12%,-2%,2%,16%,15%,0.7%,-8%,
CC1=CC(C)C2(COC(c3ccc[n+](C)c3)OC2)C(C)C1 (configuration not stated),17%,-1.9%,4%,-5%,-7%,-1%,nt,0.1%,-5%,
CCOC(=O)c1csc(Nc2nc3ccc(F)cc3s2)n1,4%,-1.7%,7%,-13%,16%,4%,10%,0.2%,16%,
CC1=NN(C(=O)CCCc2ccccc2)C(O)(C(F)(F)F)C1 (configuration not stated),15%,-0.3%,1%,7%,10%,-33%,2.1%,0.1%,-6%,
CCOC(=O)N1CCN(C(=O)c2ccc(NC(=O)CC)cc2)CC1,4%,0.1%,6%,3%,4%,-3%,0.3%,0.0%,-4%,
O=C(NCc1ccccc1Cl)c1ccc(-c2ccccc2)cc1,3%,-2.2%,2%,-13%,4%,6%,3.0%,2.0%,-2%,
Cc1ccc(C)c(NC(=O)Cn2cnc3c(oc4ccccc43)c2=O)c1,1%,29%,4%,-3%,4%,9%,-1.5%,-0.1%,-3%,
CC(NCc1cccc(S(=O)(=O)N(C)C)c1)c1ccc(F)cc1 (configuration not stated),-16%,0.9%,36%,-10%,7%,11%,-0.9%,1.8%[50 µM],-5%,
CCc1nc(N2CCCC(C)C2)c2oc3ccccc3c2n1 (configuration not stated),-7%,6.7%,3%,-12%,-33%,-1%,-2.0%,10%,-7%,
CON/C=C(\C=Nc1ccc(Cl)cc1)c1ncc(C(F)(F)F)cc1Cl,-6%,-3.0%,6%,2%,0%,5%,6.8%,0.6%,-9%,NS5 inhibitors pilot replicate=-1.2
Cc1ccccc1OCC(=O)NNC(=S)NC(=O)c1ccco1,10%,2.0%,10%,-8%,18%,32%,1.7%,-2.3%,2%,
COc1ccc(OC)c(N(CC(=O)NN=C2CCN(C)CC2)S(=O)(=O)c2ccccc2)c1,-6%,-1.0%,6%,-4%,12%,12%,0.0%,0.0%,-7%,
CC(C)OCCCNC(=O)c1cc(S(=O)(=O)N2CCc3ccccc32)cn1C,4%,0.9%,7%,nt,-12%,13%,2.1%,-0.2%,1%,
C=Cn1cc[n+](CC(=O)C(C)(C)C)c1,4%,-1.0%,4%,-8%,1%,6%,0.6%,-0.2%,-4%,
CSc1ccc(CNC(=O)Cn2nc(C)c3c(C)n(-c4ccc(C)cc4)nc3c2=O)cc1,3%,-0.9%,4%,-2%,10%,6%,1.8%,0.4%,-4%,
Cc1ccc(S(=O)(=O)C2(S(=O)(=O)c3ccc(C)cc3)CCCC2)cc1,2%,-1.0%,5%,-13%,-12%,6%,-0.9%,-0.3%,-7%,
CCOC(=O)C1=C(C)Nc2ccccc2N=C1NC(=O)C(c1ccccc1)c1ccccc1,-7%,4.3%,6%,7%,4%,1%,0.9%,2.0%,-11%,
SMILES,GPR35 arrestin U2OS,HIV peptide binding,Rac1 GTP hydrolysis,Salmonella PhoP GFP,GPR55 antagonists,Large T inhibition,RSV antiviral HEp-2,K1F lysis inhibition,NS5 inhibitors,others
Cn1c(=O)c2c(nc3n2CC(COc2ccc(Cl)cc2)O3)n(C)c1=O (configuration not stated),12%,-1.3%,7%,-5%,-2%,28%,11%,0.2%,0%,
Cc1cc(Cl)ccc1OC(C)C(=O)NNC(=O)C1CCCCC1C(=O)O (configuration not stated),-5%,1.0%,6%,-9%,-2%,16%,1.3%,0.1%,0%,
Cc1ccc(C(=O)c2ccccc2C(=O)OCC(=O)NC(=O)NC(C)(C)C)cc1,0%,-0.7%,1%,-2%,5%,7%,2.9%,-0.3%,-3%,
C/C(CC(=O)Nc1ccccc1C#N)=N\NC(=O)c1ccncc1,-1%,1.5%,-3%,2%,1%,6%,1.4%,0.9%,-2%,
Cc1ccc(SCC(=O)OC(C)C(=O)NC2CCCCC2C)c(C)c1 (configuration not stated),nt,nt,1%,nt,nt,nt,-0.2%,0.4%[50 µM],-7%,
O=C(NCc1ccccc1)c1cc(S(=O)(=O)N2CCC3(CC2)OCCO3)ccc1F,10%,0.8%,-2%,-1%,-8%,-1%,0.2%,4.8%,-6%,
Cc1ccc(C)c(Cn2nnc3c(=O)[nH]c(C(=O)Nc4ccc(F)cc4)nc32)c1,-2%,40%,7%,-6%,5%,14%,16%,1.5%,14%,
CC(=O)Oc1ccc(-c2cccc(C(=O)N(C)c3ccc(O)cc3)c2)cc1,-8%,-2.2%,5%,8%,6%,18%,2.6%,-0.6%,-7%,
CC(C)CC(C(=O)N1CCc2ccccc2C1)N1C(=O)c2ccccc2C1=O (configuration not stated),0%,3.4%,10%,-1%,11%,5%,2.5%,-0.1%,-6%,
Cc1ncn(-c2ccccc2)c1-c1ccccc1,nt,nt,5%,9%,nt,10%,-1.0%,1.7%,0%,
Cc1oc(CC(C)C)c(CN2CCCC2)c1C(=O)O,-14%,-0.5%,4%,42%,9%,4%,1.2%,3.8%,-1%,
NC(=O)C[n+]1cccc(/C=N/O)c1,16%,1.6%,7%,3%,0%,3%,2.4%,0.4%,-1%,
CC(C)C[C@@H](N)c1nnc(SCC(=O)c2ccc(Cl)cc2)o1,3%,2.7%,0%,-2%,12%,2%,-0.8%,-1.2%,-6%,
CCOC(=O)COc1c(C=O)cc(Br)cc1OC,12%,5.1%,10%,4%,-5%,6%,2.4%,0.1%,-4%,
CCCCCn1c(CCCNC(=O)CC)nc2ccccc21,3%,-1.5%,20%,7%,8%,3%,0.7%,-1.5%,-1%,
CCOC(=O)Cc1nnc(NC(=O)c2ncn[nH]2)s1,-9%,6.6%,9%,9%,2%,3%,3.1%,0.6%,2%,
CN(C)CCNC(=O)c1coc(=O)c(Br)c1,-8%,1.6%,18%,1%,18%,25%,3.2%,0.2%,2%,
COc1ccc(CNC(=O)CSc2nnc(C)s2)cc1,0%,3.5%,7%,4%,-3%,6%,6.0%,0.1%,7%,
Cc1ccc(NC(=S)NC2CCN(Cc3ccccc3)CC2)c(C)c1,-5%,1.6%,5%,-4%,17%,19%,-0.4%,4.4%,-6%,
COc1ccc([C@H]2[C@H](C(=O)C(C)(C)C)N3N=Cc4ccccc4C3C23C(=O)OC(C)(C)OC3=O)cc1 (some centres not stated),22%,8.2%,12%,6%,-2%,23%,1.4%,1.5%[50 µM],-1%,
Cc1ccc(C(=O)N2CC(C)OC(C)C2)cc1S(=O)(=O)N1CCCCC1 (configuration not stated),nt,nt,2%,nt,nt,nt,0.1%,0.0%[50 µM],-9%,
O=C(CC(c1ccccc1)c1ccccc1O)NCc1ccccc1Cl (configuration not stated),-4%,3.3%,-17%,1%,21%,38%,3.3%,-0.2%,-5%,
O=C(N[C@@H](Cc1ccccc1)C(=O)NC1CCCCCC1)c1ccco1,9%,4.7%,3%,-10%,5%,6%,0.9%,-0.2%,-6%,
O=C(CN1CCN(S(=O)(=O)c2ccccc2)CC1)Nc1ccccc1C(=O)NC1CC1,nt,nt,4%,nt,nt,nt,1.5%,0.6%[50 µM],-4%,
CN(C)c1ccc(NC(=O)/C=C/c2ccccc2Cl)cc1,-1%,1.5%,4%,-7%,4%,-4%,4.0%,0.3%,-5%,
SMILES,GPR35 arrestin U2OS,HIV peptide binding,Rac1 GTP hydrolysis,Salmonella PhoP GFP,GPR55 antagonists,Large T inhibition,RSV antiviral HEp-2,K1F lysis inhibition,NS5 inhibitors,others
COC(=O)CSc1nsc(SCC(=O)OC)c1C#N,-18%,-1.5%,14%,9%,-1%,11%,-1.2%,0.3%,4%,
CS(=O)(=O)N1CCCC(C(=O)NCCCN2CCN(Cc3ccccc3)CC2)C1 (configuration not stated),23%,-1.0%,-1%,3%,6%,-4%,-1.6%,3.8%,-2%,
COc1ccc(N2C(=O)CCC(C(=O)Nc3ccccn3)C2c2ccc(OC)c(OC)c2)cc1 (configuration not stated),-1%,1.0%,3%,-2%,4%,6%,0.6%,0.0%,-4%,
CC(=O)NC1=NN(C(C)=O)C(C)(CS(=O)(=O)c2ccc(Cl)cc2)S1 (configuration not stated),15%,0.5%,0%,7%,-5%,8%,2.8%,1.4%,-6%,
Cc1cc(NC(=O)c2ccc3c(c2)C(=O)N(C(C)(C)C)C3=O)no1,-19%,-0.6%,6%,-4%,-2%,3%,1.2%,2.0%,2%,
CC1CCCC(C)N1C(=O)CSc1nnc(COc2ccccc2)n1-c1ccccc1 (configuration not stated),8%,-2.2%,13%,-6%,8%,18%,-0.8%,0.0%,4%,
COc1ccc(CN2CC(=O)N(c3cc(Cl)ccc3OC)C2=S)cc1OC,-3%,0.3%,7%,0%,7%,8%,?,1.7%,-5%,
